Compound activity deposited in PubChem by Broad Institute.
ERAP1 inh: ERAP1 (human) enzyme inhibition. recombinant ERAP1, Leu-AMC fluorescence, 60 min. actives 0.15% (n = 340,000). inhibition, % at 10.7 µM;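 active = mean replicate inhibition of at least 30%, or all replicates individually reaching that 30% level; inactive = mean below 30% and not every replicate reaching it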;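 also: 0% = neutral control wells and 100% = L-leucinethiol positive control wells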
RAD52 inh: RAD52 (human) annealing inhibition; recombinant RAD52 DNA annealing, FRET fluorescence; inhibition, % at 18.7 µM; actives 0.46% (n = 360,000); P43351;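 active = every replicate showing at least 50% inhibition; inconclusive = mean inhibition at least 50% but not in every replicate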
Target sequence (P43351 whole entry, looked up): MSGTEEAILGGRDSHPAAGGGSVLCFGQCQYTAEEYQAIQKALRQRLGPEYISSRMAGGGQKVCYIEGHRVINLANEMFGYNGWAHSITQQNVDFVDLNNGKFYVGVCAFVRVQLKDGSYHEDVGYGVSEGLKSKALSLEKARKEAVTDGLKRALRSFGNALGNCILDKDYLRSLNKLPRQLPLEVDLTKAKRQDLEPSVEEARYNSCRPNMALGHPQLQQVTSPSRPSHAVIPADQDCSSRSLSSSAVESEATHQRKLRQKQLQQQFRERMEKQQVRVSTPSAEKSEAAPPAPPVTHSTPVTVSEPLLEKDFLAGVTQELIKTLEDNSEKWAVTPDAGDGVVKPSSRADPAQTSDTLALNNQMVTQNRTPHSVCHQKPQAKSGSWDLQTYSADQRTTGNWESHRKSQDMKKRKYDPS
PglD inh: inhibitors of Campylobacter jejuni PglD acetyltransferase | inhibition, % at 12.5 µM | purified PglD enzyme, DTNB colorimetric CoA detection | AID 602405 | actives 0.098% (n = 360,000); in the data active = inhibition above about 16%, passing the limit was not always enough; inconclusive = no clear call, values can overlap the other calls; also: strong numbers were not always called active
Cneo AK release: causes C. neoformans cell lysis; adenylate kinase release luminescence, 4 h; normalised: neutral wells 0, clomiphene wells 100; lysis activity, % at 15 µM; actives 0.2% (n = 360,000); AID 651654;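 active = mean lysis activity across replicates of at least 80%, whatever share of replicates individually reach that level; inactive = mean lysis activity below 80%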
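Assay system: Cryptococcus neoformans yeast cells / Dosing: single-point compound dose / Timing: 4 h at 37 °C static, read 1 h later / Measured by: luminescence of released adenylate kinase using an AK detection reagent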
E-sel inducer: E-selectin induction on HUVECs. actives 0.37% (n = 260,000). HUVEC E-selectin immunofluorescence imaging; normalized: neutral wells 0, TNF-alpha wells 100. activation, % at 7.58 µM. AID 686992;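 active = mean E-selectin-positive cell signal at least 10% of the positive control, reached in at least 60% of replicates, without over 20% cell loss; inconclusive = no rule given, readout overlaps actives, possibly toxicity-flagged; inactive = the rest, including those meeting only one limit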;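 also: in these data hits start at about 27%; measured in HUVEC primary endothelial cells; signal is the percent of cells scored E-selectin positive by PE staining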
Target sequence (P16581 whole entry, looked up): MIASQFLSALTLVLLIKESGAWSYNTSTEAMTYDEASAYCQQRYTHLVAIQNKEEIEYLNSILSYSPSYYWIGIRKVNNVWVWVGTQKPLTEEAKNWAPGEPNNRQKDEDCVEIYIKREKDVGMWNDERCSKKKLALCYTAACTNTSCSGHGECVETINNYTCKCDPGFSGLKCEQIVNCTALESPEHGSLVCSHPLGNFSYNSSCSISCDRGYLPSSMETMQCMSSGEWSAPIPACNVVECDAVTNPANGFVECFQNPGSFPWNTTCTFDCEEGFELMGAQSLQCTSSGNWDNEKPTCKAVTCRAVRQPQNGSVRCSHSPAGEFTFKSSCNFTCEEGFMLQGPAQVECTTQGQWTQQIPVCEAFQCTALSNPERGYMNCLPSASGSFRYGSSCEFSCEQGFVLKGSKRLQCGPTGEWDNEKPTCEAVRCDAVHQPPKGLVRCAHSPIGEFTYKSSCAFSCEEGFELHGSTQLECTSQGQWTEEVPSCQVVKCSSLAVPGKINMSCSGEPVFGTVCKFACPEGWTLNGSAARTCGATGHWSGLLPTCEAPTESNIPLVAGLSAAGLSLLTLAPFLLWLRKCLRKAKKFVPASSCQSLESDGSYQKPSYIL
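material = human umbilical vein endothelial cells (HUVEC), E-selectin induction | quantity = 3,000 cells/well | medium = EGM-2 growth medium on 0.1% gelatin-coated wells | technique = immunofluorescence imaging | read-out basis = % PE-positive cells | control set = TNF-alpha positive control, DMSO neutral control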
miR-122 sensor: blocks miR-122 activity in Huh7 sensor cells | activation (reporter increase), % at 12.5 µM | Huh7 miR-122 Renilla luciferase sensor, 48 h; neutral wells = 0, positive control = 100 | actives 0.3% (n = 340,000) | AID 602342;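 active = mean replicate activation score at least 90 and every replicate individually at or above 90; inconclusive = only one of the two criteria met; inactive = neither criterion met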;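 also: higher luciferase means less miR-122 activity so hits act as miR-122 inhibitors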
RAD54 inh: RAD54 (human) branch migration inhibition; Q92698; RAD54 Holliday junction branch migration, FAM/BHQ fluorescence; inhibition, % at 10.4 µM; actives 0.14% (n = 360,000); AID 602329;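 active = mean normalized replicate activity at least 40 and at least half of replicates scoring 40 or more; inconclusive = only one of the two criteria met; inactive = mean below 40 and under half of replicates reaching 40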;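 also: 0% = median of neutral control wells and 100% = median of positive control wells; inhibitors cause a drop in the FAM fluorescence signal; in these data hits start at about 50%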
PGC1a acetyl inh: lowers PGC1a acetylation signal in U2OS cells; AlphaScreen anti-acetyl-lysine; with virally co-expressed GCN5 acetyltransferase; inhibition, % at 15.6 µM; actives 0.17% (n = 350,000);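 active = every replicate shows inhibition of at least 40%; inconclusive = mean inhibition at least 40% but some replicate below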;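 also: 0% = neutral control wells and 100% = positive control wells; some results beyond the cut were filed as inactive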
An asterisk follows results filed as active; ? = inconclusive; . = no result given; [ ] = dose if it differs, or a comment.

SMILES | ERAP1 inh | RAD52 inh | PglD inh | Cneo AK release | E-sel inducer | miR-122 sensor | RAD54 inh | PGC1a acetyl inh
Cc1cc(=O)oc2c3c(cc(OCC(=O)NCc4ccccc4)c12)OC(C)(C)CC3 | 3 | 6 | -4 | -3 | . | 11 | -1 | -4
COc1ccccc1N1CCN(C(=O)c2ccc(Cn3c(=O)[nH]c4ccsc4c3=O)cc2)CC1 | 10 | 2 | 5 | 0 | . | 118* | 3 | 15
CC(=O)N1CCN(C(=O)CCNS(=O)(=O)c2ccc(Br)cc2)CC1 | -1 | -11 | 0 | -2 | 0.1 | . | -8 | .
CC(=O)c1ccc(C(=O)N(C)C2CCCN(Cc3ccccc3F)C2)s1 (stereo not given) | 2 | -12 | -2 | 2 | 0.6 | 2 | 2 | -5
CCN(CC)CCCN1C(=O)CSC1c1ccc2c(c1)OCO2 (stereo not given) | . | . | 5 | -2 | . | 8 | 3 | -12
COc1cc(NC(=O)C2CCCCC2)c(OC)cc1NC(=O)c1ccccc1 | 0 | -5 | -1 | 6 | . | . | -4 | .
COCC(=O)N1[C@H](C#N)[C@H](c2ccccc2-c2ccccc2)[C@@H]1CO | -1 | 2 | . | . | -0.1 | . | . | -1
C/C(CC(=O)Nc1ccc2c(c1)OCCO2)=N\NC(=O)COc1ccccc1C | 0 | -20 | 0 | -1 | . | . | -2 | .
CCNC(=O)C[C@@H]1CC[C@@H]2[C@@H](COc3ccc(NC(=O)c4cccc(OC)c4)cc3C(=O)N2C)O1 | -3 | 9 | -4 | -1 | -0.1 | -2[16.7 µM] | -2 | 7
C[C@@H]1CCCCO[C@H](CN(C)C)[C@@H](C)CN([C@H](C)CO)C(=O)c2cc(NS(=O)(=O)c3cn(C)cn3)ccc2O1 | 2 | -20 | -1 | -2 | 1.4 | 10[16.7 µM] | -4 | 9
O=C(C[C@H]1CC[C@H]2[C@@H](COC[C@H](O)CN2C(=O)Nc2ccccc2)O1)NCCc1ccncc1 | -1 | -4 | 0 | 43 | -0.1 | 1[16.7 µM] | 3 | -5
Cc1ccc(Cl)cc1N1CCN(C(=O)c2ccc(CS(=O)Cc3ccc(Cl)cc3)o2)CC1 (stereo not given) | 4 | -9 | 5 | 1 | . | . | 5 | 6
C[C@@H]1CN([C@H](C)CO)C(=O)c2cc(NC(=O)Cc3ccccc3)ccc2O[C@@H]1CN(C)C | 2 | -6 | 1 | 0 | . | 5[16.7 µM] | -4 | 4
CC(C)Oc1cccc(-c2cc(C(=O)N3CCN(S(C)(=O)=O)CC3)c3ccccc3n2)c1 | . | . | -3 | -6 | . | 3 | 4 | 2
Cc1ccnc(NC(=O)c2cccc(NC(=O)c3ccccc3C)c2)c1 | 2 | -7 | 0 | 1 | . | 3 | -6 | -2
CCCCNC(=O)C12CCC(C)(C(=O)C1Br)C2(C)C (stereo not given) | . | . | 3 | -16 | -0.1 | 2 | -5 | 4
CCOC(=O)C1=C(COC(=O)CCOc2ccccc2)NC(=O)NC1C (stereo not given) | 3 | -10 | -4 | -1 | 0.0 | 1 | -1 | 4
Cc1cc(NC(=O)CSCC(=O)OCc2nnc(-c3ccccc3)o2)no1 | 4 | -9 | 4 | 1 | 0.2 | . | -7 | .
CC(=O)c1ccc(NC(=O)C2CCN(S(=O)(=O)c3cccc4cccnc34)CC2)cc1 | . | -26 | 2 | 1 | . | 0 | -6 | 7
COC(=O)C(COC(=O)c1c(F)cccc1F)NC(=O)c1c(F)cccc1F (stereo not given) | -7 | -6 | -11 | 5 | -0.3 | -12 | -7 | -5
CCOC(=O)Cc1c(C)nc2c(-c3ccccc3)c[nH]n2c1=O | . | . | 6 | -1 | . | 3 | 3 | -13
O=C(N[C@@H]1CC[C@@H](CC(=O)N2CCOCC2)O[C@@H]1CO)c1ccccn1 | 2 | 4 | 0 | -1 | -0.3 | . | 3 | -3
CC1CCCN(C(=O)C2CCC(CNc3c(N4CCCCC4)c(=O)c3=O)CC2)C1 (stereo not given) | 0 | -15 | 2 | -1 | . | . | 4 | 1
Nc1nc(CSc2nnnn2-c2ccc(F)c(Cl)c2)nc(N2CCOCC2)n1 | . | . | 8 | -1 | . | -1 | 6 | 5
COCCN1C[C@@H](CO)O[C@@H](n2cnc3c(NCCN(C)C)ncnc32)C1 | 6 | 3 | 1 | -3 | . | -12 | -4 | .
Next compounds follow.
SMILES | ERAP1 inh | RAD52 inh | PglD inh | Cneo AK release | E-sel inducer | miR-122 sensor | RAD54 inh | PGC1a acetyl inh
COCCN(Cc1ccc(C)cc1)C(=O)[C@H]1O[C@@H](n2ccc(N)nc2=O)[C@H](O)[C@@H]1O | -2 | -7 | 0 | 1 | -0.2 | -2 | 5 | -3
CC(=O)Nc1ccc(C(=O)Nc2cccc(S(=O)(=O)N(C)c3ccccc3)c2)cc1 | 3 | 4 | 1 | -3 | -2.1 | -2 | 0 | 9
O=C(C[C@@H]1C/C=C\C[C@@H](Cc2ccc(F)cc2)C(=O)OC[C@H]2CCCN2C1=O)N[C@H](CO)Cc1ccccc1 | . | -13 | -5 | 7 | -0.2 | -6 | -1 | -4
Cc1cc(=O)nc2c3ccccc3n(C(C)C(=O)Nc3c(F)c(F)c(F)c(F)c3F)n12 (stereo not given) | 2 | -20 | -1 | -4 | 2.8 | -3 | -2 | 1
COc1nc(NC(=O)c2ccc(F)cc2)nc(OC)c1-c1ccccc1 | 7 | -16 | -5 | 11 | 0.1 | -3 | -7 | .
CCOC(=O)CSc1nc(N2CCOCC2)c2c(c1C#N)CC(C(C)C)OC2 (stereo not given) | 0 | -7 | 3 | 3 | -0.1 | -7 | 7 | -2
Cc1ccc(CS(=O)(=O)Cc2ccc(C(=O)NC3CC3)o2)cc1 | -1 | 7 | -1 | -1 | . | -4 | 5 | .
COc1cccc(S(=O)(=O)N[C@H]2C=C[C@@H](CC(=O)NC3Cc4ccccc4C3)O[C@H]2CO)c1 | -4 | -7 | -2 | 48 | -0.5 | 0[16.7 µM] | -2 | -13
COC(=O)CNC(=O)C1Nc2ccccc2C2C=CCC12 (stereo not given) | -2 | -54 | 5 | 1 | . | -3 | -6 | -11
CCOc1ccc(Br)cc1CN(CC)CC | . | -9 | 3 | -4 | -0.1 | -4 | -10 | 6
Cc1ccc2c(CSc3nc4ccccc4c(=O)n3CCCO)cc(=O)oc2c1 | 0 | -5 | . | . | . | 0 | . | -11
Brc1ccc(-c2ccc(/C=N/Nc3nncc(-c4ccccc4)n3)o2)cc1 | . | . | 11 | 19 | . | 3 | 5 | 2
CCCc1cc(=O)oc2c(CN3CCCC3)c(O)c(Cl)cc12 | . | . | 2 | 0 | . | 16 | -17 | -2
COCc1nnc(NC(=O)c2ccc(NC(=O)C(C)C)cc2)s1 | . | . | -5 | -1 | . | -8 | -1 | -2
CC(=O)N(C)C[C@H]1Oc2cc(C#Cc3ccc(F)cc3)ccc2S(=O)(=O)N([C@H](C)CO)C[C@H]1C | 0 | 5 | 0 | -4 | -0.1 | -37[16.7 µM] | 12 | -5
Cc1cccc(NC(=O)COC(=O)Cc2cccs2)c1C | 4 | -4 | 6 | 1 | . | -8 | -1 | -1
CCc1ccc(NC(=O)C2CC=CCC2C(=O)O)cc1 (stereo not given) | . | . | . | -2 | . | -6 | -10 | -82
CSc1ccc(CN2CCC2(C)C(=O)Nc2ccc3c(c2)OCO3)cc1 (stereo not given) | -1 | -1 | -10 | -1 | -0.3 | -7 | -6 | .
C[C@H](CO)N1C[C@H](C)[C@H](CN(C)Cc2ccccn2)Oc2cc(-c3ccncc3)ccc2S1(=O)=O | 0 | -2 | 0 | -3 | -0.3 | -6[16.7 µM] | 0 | 1
CSc1nnc(C)c(=O)n1COC(=O)/C=C/c1ccc2c(c1)OCO2 | . | -16 | 4 | 10 | -1.5 | 10 | 2 | -1
COc1ccc(C(=O)N2CCCC(c3ccccc3)C2)cc1 (stereo not given) | . | . | 1 | 1 | . | -4 | 5 | .
O=C(COC(=O)Cc1n[nH]c(=O)c2ccccc12)Nc1c(Cl)cccc1C(F)(F)F | -3 | -10 | -4 | -1 | 0.9 | 0 | -7 | 2
CSc1ccc(CNc2ccccn2)cc1 | . | . | -2 | -5 | . | -5 | -3 | -4
CN(C)S(=O)(=O)c1cccc(NC(=O)COC(=O)[C@H](Cc2ccccc2)NC(=O)c2ccco2)c1 | -2 | -27 | -2 | -1 | -0.7 | 0 | -7 | .
Cc1cccc(C(=O)CC(=O)c2cc(Cl)ccc2O)c1 | . | . | -3 | -1 | . | 6 | 8 | 5
Next results.
SMILES | ERAP1 inh | RAD52 inh | PglD inh | Cneo AK release | E-sel inducer | miR-122 sensor | RAD54 inh | PGC1a acetyl inh
Cc1ccc2nc(NC(=O)C3CCN(C(=O)c4ccc(F)cc4)CC3)sc2c1 | -2 | -5 | -7 | -2 | -0.6 | . | 1 | .
C[C@@H]1CN([C@@H](C)CO)C(=O)c2cc(NS(=O)(=O)c3cccs3)ccc2O[C@@H](C)CCCCO[C@@H]1CN(C)C(=O)NC1CCCCC1 | 1 | -33 | -1 | 0 | -0.2 | -8[16.7 µM] | 2 | 1
C[C@@H]1CN([C@@H](C)CO)C(=O)c2cc(NC(=O)C3CC3)ccc2O[C@H]1CN(C)S(=O)(=O)c1cn(C)cn1 | -1 | 6 | 1 | -1 | 0.1 | -2[16.7 µM] | -1 | 15
O=C(Nc1ccc(F)cc1)N1CCCCN2[C@H](C1)[C@H](c1ccc(-c3ccccc3F)cc1)[C@@H]2CO | 1 | 13 | -2 | 1 | . | -2[16.7 µM] | 6 | 2
COc1ccc(CCNC(=O)C(=O)NCC2OCCN2C(=O)c2ccc(Cl)cc2)cc1 (stereo not given) | 0 | -20 | 4 | 2 | -0.2 | . | 1 | .
Cc1c(Cl)cccc1NC(=O)[C@@]1(CC(=O)O)CC(/C=C/c2ccccc2)=NO1 | 0 | -7 | 4 | -1 | 0.0 | . | 1 | .
O=C(CSc1nc2c(sc3ccccc32)c(=O)n1CCc1ccccc1)NCc1ccco1 | . | . | -4 | 0 | . | 6 | 8 | ?
Cc1cccc(NC(=S)NC(=O)c2ccc(-c3ccccc3)cc2)n1 | 1 | 10 | 2 | -1 | . | 5 | 2 | .
Cc1c(Cl)cccc1NC(=O)CNC(=O)c1ccccc1F | 2 | -6 | 7 | 4 | -0.3 | -4 | 1 | 19
O=C(NC12CC3CC(CC(C3)C1)C2)c1cc(F)c(F)c(F)c1F | -3 | -17 | -1 | 0 | 6.7 | 9 | -8 | 4
C[C@@H]1CCCCO[C@H](CN(C)Cc2ccncc2)[C@@H](C)CN([C@H](C)CO)C(=O)c2cc(NC(=O)Nc3ccccc3)ccc2O1 | 1 | 3 | 1 | 0 | 0.0 | -4[16.7 µM] | -1 | 5
COc1cc(F)c(C2=CC(=O)CC(C)(C)C2)cc1F | 0 | -14 | -3 | -3 | -0.1 | . | -1 | .
